# Source: PubChem (several laboratories)
# STK33 inh: blocks human STK33 kinase activity. purified STK33, MBP phosphorylation, ADP-Glo luminescence. inhibition, % at 10 µM. hit rate 0.073% among 320,000;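 active means inhibition at or above 25%, using the most active replicate where run in duplicate; inactive means inhibition below 25%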
# KCNQ2 block: KCNQ2 channel blockers in CHO-K1 cells – cell-based, FluxOR thallium flux, B-score, primary screen (AID 2156). 20 min; hits give low values. B-score at 10 µM. hit rate 1.1% among 310,000;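 active means fluorescence ratio B-score at most minus 3 library SDs, with starting brightness B-score within 2 library SDs, cut at about -5.5 in these data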
# Target sequence (O88943 whole entry, looked up): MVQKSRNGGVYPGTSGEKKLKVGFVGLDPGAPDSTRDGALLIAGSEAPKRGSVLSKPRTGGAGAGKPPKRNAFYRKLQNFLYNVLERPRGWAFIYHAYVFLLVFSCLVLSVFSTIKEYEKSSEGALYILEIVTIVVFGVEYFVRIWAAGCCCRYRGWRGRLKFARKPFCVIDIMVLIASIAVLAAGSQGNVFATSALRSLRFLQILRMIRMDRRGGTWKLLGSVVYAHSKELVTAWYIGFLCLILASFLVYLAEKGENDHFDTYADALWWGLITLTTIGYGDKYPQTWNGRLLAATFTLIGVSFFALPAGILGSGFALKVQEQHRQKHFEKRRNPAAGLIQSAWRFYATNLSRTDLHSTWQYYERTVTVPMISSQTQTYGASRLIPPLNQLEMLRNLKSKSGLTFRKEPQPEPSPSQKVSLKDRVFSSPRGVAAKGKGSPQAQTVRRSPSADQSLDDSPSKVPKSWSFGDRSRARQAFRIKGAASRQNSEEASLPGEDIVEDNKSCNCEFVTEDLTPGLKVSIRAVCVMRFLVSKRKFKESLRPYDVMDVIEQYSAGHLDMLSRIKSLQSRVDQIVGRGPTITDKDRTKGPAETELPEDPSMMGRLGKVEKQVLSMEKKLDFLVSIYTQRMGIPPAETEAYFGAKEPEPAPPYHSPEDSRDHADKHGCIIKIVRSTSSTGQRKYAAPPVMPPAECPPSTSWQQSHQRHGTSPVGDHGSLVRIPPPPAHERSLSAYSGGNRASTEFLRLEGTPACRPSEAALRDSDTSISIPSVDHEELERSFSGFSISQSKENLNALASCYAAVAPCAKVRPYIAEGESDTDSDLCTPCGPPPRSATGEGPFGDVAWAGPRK
# Kir21 block: inhibitors of mouse Kir2.1 inward-rectifier potassium channel; HEK293-Kir2.1, FluxOR thallium flux fluorescence; hits give low values; B-score at 10 µM; hit rate 0.85% among 310,000;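 active means fluorescence ratio B-score at or below minus 3 SD of library scores, with starting-brightness B-score within 2 SD, cut at about -4.2 in these data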;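 further: channel flux triggered by added potassium and thallium sulfate stimulus; B-score of peak minus minimum fluorescence over baseline after thallium stimulus; more negative B-score means stronger Kir2.1 block with less thallium influx; some compounds called inactive have numbers as strong as hits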
# The depositor's hits bear a star; i = inactive; . = not tested or not shown. Rows are unselected; any-hit rate near 1.9%.
structure | STK33 inh | KCNQ2 block | Kir21 block
CCCCNC(=O)c1ccc2c(c1)S(=O)(=O)c1ccccc1C2=O | 1.4 | i | -0.58
COC(=O)Cc1c(C(=O)OC)nnn1-c1ccc(OC)cc1 | -0.9 | i | -0.02
O=C1C2CC=CCC2C(=O)N1c1ncn[nH]1 (configuration not stated) | -0.7 | i | 1.85
OC(COc1ccccc1)CN1CCN(c2ncccn2)CC1 (configuration not stated) | -1.6 | i | 0.7
CCNc1nc(C23CC4CC(CC(C4)C2)C3)cs1 | -1.4 | i | 0.46
O=C(NCc1ccccc1)c1cc2nc(C3CC3)cc(C(F)(F)F)n2n1 | -1.7 | i | -1.83
CCCCn1c(N)nc2ccccc21 | 1.4 | i | 1.51
O=S1(=O)CCOC[C@H](Cc2ccccc2)N1Cc1cccc(C(F)(F)F)c1 | -0.4 | i | -1.1
O=C(CCN1C(=O)/C(=C/c2ccccc2F)SC1=S)NCCc1ccc(O)cc1 | 0.0 | i | -0.23
CS(=O)(=O)c1cnc(-c2ccccc2)nc1-c1ccccc1Cl | -0.9 | i | -2.83
Cc1cccc(C)c1NC(=O)CC1SC2=NCCN2C1=O (configuration not stated) | -0.1 | i | 0.96
COc1ccc(CN2CCN(Cc3c[nH]c4ccccc34)CC2)cc1 | 0.6 | i | -2.15
Cc1ccc(-c2csc(/C(C#N)=C(\O)CCl)n2)cc1 | . | i | 1.66
O=C(CSc1ccc2nnc(-c3cccnc3)n2n1)N1CCOCC1 | -0.8 | i | -1.69
CC1(C(=O)NCCN2CCOCC2)C=CC2(CCCCC2)N1C(=O)c1ccccc1 (configuration not stated) | -1.2 | i | 1.95
COc1cccc(NC(=O)C23CCC(C)(C(=O)O2)C3(C)C)c1 (configuration not stated) | -0.6 | i | -1.69
O=[N+]([O-])c1ccc(N2CCOCC2)cc1N1CCCCC1 | -0.2 | i | 0.39
COc1ccc(C2/C(=C(/O)c3ccc(C)cc3)C(=O)C(=O)N2C)cc1 (configuration not stated) | -0.1 | i | -0.21
C=CCc1ccc(OCCCCNC(C)CC)c(OC)c1 (configuration not stated) | -0.8 | i | 0.39
CC(C)Oc1ccc(/C=C(/NC(=O)c2ccccc2)C(=O)NC(Cc2ccccc2)C(=O)O)cc1 (configuration not stated) | 0.0 | i | 0.3
COc1ccc(NC(=O)C2CCN(S(=O)(=O)c3ccc4c(c3)CC(C)N4C(C)=O)CC2)c(OC)c1 (configuration not stated) | -0.6 | i | 0.05
COC(=O)c1cccc(NC(=O)C2COc3ccccc3O2)c1C (configuration not stated) | 0.2 | i | -1.15
COc1cccc(CNC(=O)Cn2nc(C)c3c(C)n(-c4ccc(C)cc4)nc3c2=O)c1OC | 0.5 | i | -1.07
CN(C(=O)c1cccs1)c1ccccc1C(=O)O | -0.9 | i | 0.44
O=C(Nc1ccc(-c2nc3ccccc3o2)cc1)c1cc(-n2cnnc2)ccc1Cl | -0.1 | i | -0.11
O=c1cccccc1NN=C1CCCCC1 | -0.3 | i | 1.07
COc1ccc(S(=O)(=O)N2CCC(C(=O)NCC3CCCCC3)CC2)cc1 | -0.6 | i | -0.31
CCCCNC(=O)CN(C1CCCCC1)S(C)(=O)=O | 1.3 | i | -0.04
O=C(COc1ccccc1Cl)Nn1cnnc1 | 0.8 | i | 0.08
Cc1cccc(C2N=C(N)Nc3nc4ccccc4n32)c1 (configuration not stated) | -2.1 | i | 1.25
Cc1cc(NC(=O)c2cc(C3CC3)on2)n(-c2ccccc2)n1 | 1.0 | i | 0.43
O=S(=O)(O)c1cc2oc(-c3ccccc3)nc2c2ccccc12 | -1.6 | i | 0.31
O=C(NCCc1ccccc1)C1CCCN(S(=O)(=O)c2cccs2)C1 (configuration not stated) | -1.0 | i | -2.93
Cc1ccc(C(=O)NCCc2ccc(S(N)(=O)=O)cc2)cc1[N+](=O)[O-] | -0.1 | i | 0.85
CCc1ccccc1N1CC(C(=O)O)CC1=O (configuration not stated) | -1.0 | i | 1.29
O=C(Nc1ccc(N2C(=O)C3C4C=CC(C4)C3C2=O)cc1)Nc1nncs1 (configuration not stated) | 0.7 | i | 0.03
Cc1ccc(F)cc1NC(=O)N1CCNC(=O)C1CC(=O)Nc1cc(Cl)ccc1Cl (configuration not stated) | -0.4 | i | 2.17
CC1CCC2C(=O)N(c3cccc(OS(=O)(=O)c4ccccc4)c3)C(=O)C2C1 (configuration not stated) | -0.6 | i | -0.92
O=C(O)c1cc([N+](=O)[O-])c(Nc2cccc3ccccc23)c([N+](=O)[O-])c1 | -0.5 | i | -0.81
Cc1nc2ccccc2n1CC(O)COc1ccccc1Cl (configuration not stated) | -2.4 | i | 0.45
CC(C)(C)C(=O)CN1C(=O)NC2(CCc3ccccc32)C1=O (configuration not stated) | -1.3 | i | -0.01
Cn1c(=O)c2c(-c3ccc(C(C)(C)C)cc3)n(N3CCOCC3)cc2n(C)c1=O | 0.8 | i | 0.15
CCCc1cc(C(=O)NCc2ccc(OC)cc2)no1 | 0.0 | i | 0.13
COc1cccc(/C=C2\N=C(C3CCCCC3)OC2=O)c1OC | 0.6 | i | 0.03
O=C(NNS(=O)(=O)c1ccc(F)cc1)c1ccccc1 | -0.5 | i | 0.12
CCN(CC)S(=O)(=O)c1ccc(N2CCN(c3ccccc3O)CC2)nc1 | -1.4 | i | -1.42
Cc1ccc(-n2c(=O)c(C#N)cc3c(=O)n4cccc(C)c4nc32)cc1 | 0.1 | i | 0.79
Cc1ccc(N2CC(C(=O)Nc3nc4ccc(S(C)(=O)=O)cc4s3)CC2=O)cc1C (configuration not stated) | 0.9 | i | -0.84
O=C(NCc1nnc(SCC(=O)N2CCCC2)o1)c1ccccc1F | -0.3 | i | -2
COc1cc2c(cc1O)[C@@H]1Cc3cc(O)c(OC)cc3[C@H](C2)N1C | -0.2 | i | 0.77

# Single records (already shown). Order of values: STK33 inh | KCNQ2 block | Kir21 block
# O=C(NNS(=O)(=O)c1ccc(F)cc1)c1ccccc1 across the screens: -0.5 | i | 0.12
# Cc1nc2ccccc2n1CC(O)COc1ccccc1Cl (configuration not stated) across the screens: -2.4 | i | 0.45
# O=C(O)c1cc([N+](=O)[O-])c(Nc2cccc3ccccc23)c([N+](=O)[O-])c1 across the screens: -0.5 | i | -0.81

# (further entries)
structure | STK33 inh | KCNQ2 block | Kir21 block
Nc1ccc2oc(-c3cccc4ccccc34)nc2c1 | -0.2 | i | 2.73
CCOC(=O)c1c(C)[nH]c(C(=O)COC(=O)CNC(=O)c2ccc(Cl)cc2Cl)c1C | -0.6 | i | -0.55
CC1(C)CC(=O)c2sc(NS(=O)(=O)c3ccccc3)nc2C1 | -1.1 | i | 0.42
Clc1ccc(SCc2cc(N3CCOCC3)nc(-c3ccccn3)n2)cc1 | 0.2 | i | -1.88
CCc1ccccc1NC(=O)/C(C#N)=C/c1ccc(Sc2ccccc2)o1 | -1.0 | i | 0.59
COC(=O)c1cn(C(=O)c2ccc(F)cc2)c2ccccc12 | 0.2 | i | -2.86
Cc1c(CC(=O)N[C@@H](C)C(=O)O)c(=O)oc2cc3occ(-c4ccccc4)c3cc12 | 0.0 | i | 1.28
Cc1nc2c(-c3ccccc3)c[nH]n2c(=O)c1Cc1ccccc1 | 0.0 | i | -2.11
CCC(=O)N1CCC2(CC1)Oc1ccc(F)cc1C(=O)C21CC(c2cccnc2)=NO1 (configuration not stated) | 2.0 | i | 0.57
COCC1CCN(C(=O)c2cc(COc3ccc(-n4cncn4)cc3)on2)CC1 | -1.8 | i | -1.23
Cc1cccc([C@@H]2[C@@H]3C(=O)N(Cc4ccccc4)C(=O)[C@@H]3[C@]3(Cc4ccccc4)C(=O)N(c4ccc(C(F)(F)F)cc4)C(=O)N23)c1 | -0.1 | i | 1.03
O=C(CCCc1ccccc1)NCc1ccc(Cl)cc1 | -0.8 | i | 1.16
O=C1c2ccccc2C(=O)N1c1cc([N+](=O)[O-])ccn1 | -0.5 | i | -0.27
FC(F)(F)c1ccccc1NC(=S)Nc1cccc(Cl)c1 | -0.4 | i | -0.63
Clc1ccc(OCCCn2ccnc2)c(Br)c1 | -0.4 | i | -2.11
CCC(C)N1CCN(S(=O)(=O)Cc2ccccc2)CC1 (configuration not stated) | 0.1 | i | 2.03
S=C1NCCOCCNC(=S)NCCOCCOCCN1 | -1.4 | i | 0.76
COc1cc2c(cc1OC)CN(C(=O)COc1ccc(C)c(C)c1)CC2 | 0.3 | i | -1.18
CCN(CC)S(=O)(=O)c1ccc(NC(=O)c2nc3nc(C)cc(C)n3n2)cc1 | -0.3 | i | 0.42
CCOc1cc(/C=N/NC(=O)c2nnn(-c3nonc3N)c2C)ccc1OCc1ccc(F)cc1 | -0.2 | i | -0.85
CCOC(=O)C1CCN(c2c(Nc3cc(C)cc(C)c3)c(=O)c2=O)CC1 | 0.8 | i | 0.36
CCOC(=O)c1c(-c2ccccc2)nnn1-c1nc(OC)nc(N2CCOCC2)n1 | -0.4 | i | 1.04
CCCCCn1c(CNC(=O)CC)nc2ccccc21 | -0.9 | i | -2.35
O=C1/C(=C/c2ccc(F)cc2)SC(=S)N1CCCC(=O)N1CCCCC1CCO (configuration not stated) | 1.6 | i | -1.63
O=C(COC(=O)CNS(=O)(=O)c1ccc(Br)cc1Cl)NC1CC1 | . | i | 0.88

# Other results.
Molecule	STK33 inh	KCNQ2 block	Kir21 block
O=C(NCCc1nnc2ccc(N3CCCCCC3)nn12)c1ccccc1	-0.2	i	-0.97
CCN(CC)/C(Sc1ccccc1)=C(/C(Cl)=C(Cl)Cl)[N+](=O)[O-]	-2.0	i	-1.43
O=C(CNS(=O)(=O)c1cccs1)NCCc1ccc(Cl)cc1	-1.7	i	0.71
CCCCOC(=O)c1ccc(OC(=O)c2cccnc2)cc1	0.8	i	-1.42
Clc1cccc(NCc2nnc(SCc3ccccc3)o2)c1	-1.0	i	-0.81
COCCOC(=O)C1=C(C)NC(=O)NC1c1cccc2ccccc12 (configuration not stated)	-0.1	i	-1.58
O=C(NCC(c1cccs1)N1CCOCC1)c1ccc(Br)o1 (configuration not stated)	-1.6	i	-1.32
CC(C)(CNC(=O)CO/N=C1/C=C2CCC3C(C(O)C[C@@]4(C)C3CC[C@]4(O)C(=O)CO)[C@@]2(C)CC1)C(O)C(=O)O (some centres not stated)	-2.9	i	0.09
COc1ccc(/C=C/C(=O)O)cc1S(=O)(=O)NC1CCS(=O)(=O)C1 (configuration not stated)	-2.3	i	0.09
CC(C)NC(=O)c1ccccc1NC(=O)CS(=O)(=O)Cc1ccccc1	-0.3	i	0.16
COc1cccc(C(=O)NCC(=O)NNc2ncnc(N)c2[N+](=O)[O-])c1	-2.4	i	-0.32
CCOC(=O)c1cnc(SC)nc1Sc1ccccc1Cl	-1.0	i	-0.75
Cc1cc(SCC(=O)OC/C(O)=C(\C#N)c2nc3ccccc3[nH]2)c(C)cc1Br	-1.0	i	4.58
COc1ccc(C(=O)OCc2cc3cccc(C)c3[nH]c2=O)cc1	-0.8	i	-1.32
COCCNC(=O)CCCn1c(=O)c2ccccc2n(Cc2ccccc2C#N)c1=O	-2.6	i	-0.5
CC(C(=O)Nc1ccccc1-c1ccccc1)N1CCN(C(=O)c2ccccc2)CC1 (configuration not stated)	-0.8	i	-0.45
COc1cc(S(=O)(=O)N2CCOCC2)ccc1NC(=O)COC(=O)C12CC3CC(CC(C3)C1)C2	0.8	i	-0.14
Cc1nc2sc(C(c3ccc(F)cc3)N3CCOCC3)c(O)n2n1 (configuration not stated)	-0.4	i	-2.04
COc1ccccc1-c1ccc(/C=N/O)o1	0.5	i	0.23
Cc1c(C2Nc3ccccc3C(=O)N2O)cnn1C (configuration not stated)	-0.1	i	-0.17

# An excerpt from above in order of molar mass, descending:
Molecule	STK33 inh	KCNQ2 block	Kir21 block
COCCNC(=O)CCCn1c(=O)c2ccccc2n(Cc2ccccc2C#N)c1=O	-2.6	i	-0.5
O=C(NCCc1nnc2ccc(N3CCCCCC3)nn12)c1ccccc1	-0.2	i	-0.97
COc1cccc(C(=O)NCC(=O)NNc2ncnc(N)c2[N+](=O)[O-])c1	-2.4	i	-0.32

# Following part.
Molecule	STK33 inh	KCNQ2 block	Kir21 block
N/C(=N\O)C1COc2ccccc2O1 (configuration not stated)	-0.8	i	-0.05
CCCCC(=O)NC(c1ccco1)c1cc(Cl)c2cccnc2c1O (configuration not stated)	-1.1	i	0.45
Nc1ncnc2nc(SCCC(=O)O)[nH]c12	3.1	i	0.16
O=C(O)CCNC(=O)c1ccc(NC(=O)C(c2ccccc2)c2ccccc2)cc1	-0.5	i	-0.19
Cc1nc2sc(C(c3cccs3)N3CCN(Cc4ccccc4)CC3)c(O)n2n1 (configuration not stated)	0.8	i	-0.01
CCCCOc1ccc(N=Cc2ccc[nH]2)cc1	0.1	i	0.11
Cc1ccc2cc(CN(c3ccccc3)S(=O)(=O)c3ccccc3)c(=O)[nH]c2c1	0.3	i	-0.09
O=c1[nH]c(CSc2nnc(-c3ccccc3)n2-c2ccccc2)nc2ccccc12	-0.4	i	-0.4
COc1ccc(Cc2n[nH]c(=S)o2)cc1	-0.5	i	0.02
Fc1cccc(Cl)c1/C=N/Nc1ccccn1	-1.7	i	-0.19

# An excerpt from above, limited to KCNQ2 block and STK33 inh.
Compound	KCNQ2 block	STK33 inh
CCc1ccccc1NC(=O)/C(C#N)=C/c1ccc(Sc2ccccc2)o1	i	-1.0
COc1ccc(CN2CCN(Cc3c[nH]c4ccccc34)CC2)cc1	i	0.6
Cc1cccc(C2N=C(N)Nc3nc4ccccc4n32)c1 (configuration not stated)	i	-2.1
